STK33 kinase inh = inhibitors of human STK33 kinase | Q9BYT3 | purified STK33, MBP phosphorylation, ADP-Glo luminescence | inhibition, % at 10 µM | 0.073% of 320,000 active | AID 2661;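 active = inhibition at or above 25%, using the most active replicate where run in duplicate; inactive = inhibition below 25%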
Target sequence (Q9BYT3 whole entry, looked up): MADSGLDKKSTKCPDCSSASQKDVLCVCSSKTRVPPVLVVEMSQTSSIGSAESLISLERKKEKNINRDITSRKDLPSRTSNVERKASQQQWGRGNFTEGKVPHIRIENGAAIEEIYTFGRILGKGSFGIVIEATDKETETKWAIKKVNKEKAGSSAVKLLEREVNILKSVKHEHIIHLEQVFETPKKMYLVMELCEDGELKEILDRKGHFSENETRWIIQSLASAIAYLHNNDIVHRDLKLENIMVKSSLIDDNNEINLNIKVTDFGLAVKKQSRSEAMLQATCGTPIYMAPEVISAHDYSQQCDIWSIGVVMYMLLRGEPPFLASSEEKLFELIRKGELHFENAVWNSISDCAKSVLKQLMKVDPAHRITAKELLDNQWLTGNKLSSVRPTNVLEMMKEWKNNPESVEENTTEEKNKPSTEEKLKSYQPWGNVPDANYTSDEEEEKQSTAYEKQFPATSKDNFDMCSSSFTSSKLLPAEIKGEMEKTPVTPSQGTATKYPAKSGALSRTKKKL
* marks the source's active call; other numbers are inactive results. A portion of the library, so the mix of outcomes need not match the whole.

Start of the data: the first 6 records (preview)
Structure	STK33 kinase inh
O=C(NC1CCCC1)c1cccc(S(=O)(=O)Nc2ccccc2F)c1	-1.4
CCN(Cc1ccncc1)C(=O)c1cccc(S(=O)(=O)N2CCCCC2)c1	-0.4
CCC(=O)NC(c1cc(Cl)c2ccccc2c1O)C1CC1 (configuration not stated)	0.2
COc1cc2c(cc1OC)CN(C(=O)CSc1ccccc1C)CC2	-1.9
Cc1nc(SCc2nc3ccccc3[nH]2)c2oc3ccc(Br)cc3c2n1	-0.6
Cc1ccc(CNC(=O)Cn2cnc3c(NC(=O)OCc4ccccc4)ncnc32)o1	-0.7

Main list, repeating the preview:
Structure	STK33 kinase inh
O=C(NC1CCCC1)c1cccc(S(=O)(=O)Nc2ccccc2F)c1	-1.4
CCN(Cc1ccncc1)C(=O)c1cccc(S(=O)(=O)N2CCCCC2)c1	-0.4
CCC(=O)NC(c1cc(Cl)c2ccccc2c1O)C1CC1 (configuration not stated)	0.2
COc1cc2c(cc1OC)CN(C(=O)CSc1ccccc1C)CC2	-1.9
Cc1nc(SCc2nc3ccccc3[nH]2)c2oc3ccc(Br)cc3c2n1	-0.6
Cc1ccc(CNC(=O)Cn2cnc3c(NC(=O)OCc4ccccc4)ncnc32)o1	-0.7
COc1ccc(OCC(=O)N2CCN(S(=O)(=O)c3ccc(Cl)s3)CC2)cc1	0.4
CCOc1ccc(C(=O)Nc2c3c(nn2-c2ccc(C)cc2)CS(=O)C3)cc1OCC (configuration not stated)	-1.8
O=C(Cc1ccc2c(c1)OCCO2)Nc1cccc(S(=O)(=O)N2CCOCC2)c1	-1.4
CCn1c(SCC(=O)Nc2cccc(S(=O)(=O)N(C)c3ccccc3)c2)nnc1C1CC1	-0.7
O=C(NCC(c1ccc(F)cc1)N1CCOCC1)c1ccc(-c2ccccc2)cc1 (configuration not stated)	-3.2
O=C(NN=Cc1cccc([N+](=O)[O-])c1)c1cc(-c2cccnc2)nc2ccccc12	-1.8
C/C=C(/C)C(=O)O[C@@H]1c2c(ccc3ccc(=O)oc23)OC(C)(C)[C@@H]1OC(C)=O	-1.1
Cc1cc(C)c2nc(N3C(=O)C(O)=C(C(=O)c4ccco4)C3c3ccc(O)cc3)sc2c1 (configuration not stated)	2.4
CCCCC1CCc2[nH]nc(C(=O)O)c2C1 (configuration not stated)	-0.9
CC(C)(C)OC(=O)N1CCN(C(=O)c2[nH]cnc2C(=O)NCc2ccccc2)CC1	-1.6
COc1ccc(Cl)cc1NC(=O)CN(C)C(=O)c1cn2ccccc2n1	-1.1
N#Cc1ccc(-c2ccc(OCC(O)Cn3nnc4ccccc43)cc2)cc1 (configuration not stated)	-1.2
O=C(COC(=O)c1ccc(OC(F)F)cc1)NC(=O)NC1CCCC1	-0.2
CCCCN(C(=O)CCCc1nc2ccccc2s1)c1c(N)n(CC(C)C)c(=O)[nH]c1=O	-1.2
CC1CCCCC1NC(=O)c1ccc2c(c1)OCCO2 (configuration not stated)	-1.0
CN(Cc1ccccc1)C(=O)COC(=O)c1ccc(Br)c(S(=O)(=O)N2CCOCC2)c1	-0.7
C#CCOCCOCCOCCNc1nc(N2CCN(C(=O)Cn3cc(CCCN=C(N)N)nn3)CC2)nc(N2CCN(C(=O)[C@H](CCCCN)n3cc(CC(C)O)nn3)CC2)n1 (some centres not stated)	2.1
Cc1ccc(NC(=O)CN2C(=O)NC3(CCCCCC3)C2=O)cc1Cl	-1.8
COc1ccc(C(=O)NC(=O)CSc2nnc(-c3ccco3)n2-c2ccccc2)cc1	0.8

3 entries from above, arranged by the value under STK33 kinase inh, lowest first.
Structure	STK33 kinase inh
CCOc1ccc(C(=O)Nc2c3c(nn2-c2ccc(C)cc2)CS(=O)C3)cc1OCC (configuration not stated)	-1.8
CCCCC1CCc2[nH]nc(C(=O)O)c2C1 (configuration not stated)	-0.9
Cc1ccc(CNC(=O)Cn2cnc3c(NC(=O)OCc4ccccc4)ncnc32)o1	-0.7

Other entries
Structure	STK33 kinase inh
Cc1cccc(NC(=O)CN2CCN(C(=O)c3cnn(Cc4ccccc4)c3)CC2)c1C	-0.2
COc1ccccc1C(=O)NCCC(=O)Nc1ccc(S(=O)(=O)N2CCCC(C)C2)cc1 (configuration not stated)	-0.5
Cc1ccc(S(=O)(=O)N2[C@@H](c3ccc(Br)cc3)C(C(=O)O)=C[C@H]2CC2CCCC2)cc1	-2.0
CC(=O)Nc1ccc(S(=O)(=O)N2CCSc3ccccc32)cc1	7.6
COc1ccc([C@H]2CC(=O)C=C(c3ccc(SC)cc3)C2)cc1OC	-0.4
O=C(O)c1ccccc1Nc1cccc(OCc2ccc3ccccc3n2)c1	-0.4
CC(C)n1ncc2c(C(=O)NCC(=O)Nc3ccccc3Br)cc(C3CC3)nc21	-0.8
O=C(CSc1ccccc1)Nc1cccc(S(=O)(=O)N2CCOCC2)c1	0.7
COc1ccc(-c2nnc(SCC(=O)c3[nH]c(C)c(C(C)=O)c3C)o2)cc1	3.9
NS(=O)(=O)c1cccc(NC(=O)COC(=O)CSCc2ccccc2)c1	-1.6
O=S(=O)(Nc1cc(Cl)ccc1-n1cncn1)c1cc(Br)ccc1Br	0.4
O=C(COC(=O)c1ccc(Br)o1)NCc1ccccc1Cl	-0.9
CC[C@@H]1C=C(C(=O)O)[C@H](c2ccc(F)cc2)N1S(=O)(=O)c1ccc(C)cc1	-0.9
COc1ccc([C@H]2CC(=O)C=C(c3cccc(C#N)c3)C2)cc1	-2.1
O=C(OCC(=O)c1ccc(Cl)s1)c1cncc(Br)c1	0.1
CC(C)(C)c1ccc(S(=O)(=O)N2CCN(Cc3cc4c(cc3O)OCO4)CC2)cc1	0.4
COc1ccc(NC(C)=O)cc1S(=O)(=O)NCCc1ccccn1	-3.5
O=C1N[C@@H](Cc2c[nH]c3ccccc23)COC(=O)[C@@H](Cc2ccc(F)cc2)C/C=C\C[C@H]1CC(=O)N(CCO)Cc1ccccc1	-0.7
CC1CCN(C(=O)c2[nH]cnc2C(=O)Nc2ccc(Cl)cc2)CC1	0.4
O=C1CCN(Cc2ccccc2)S(=O)(=O)c2ccc(F)cc21	-0.4
CC(C)(O)C1CC[C@@](C)([C@@H]2CC[C@]3(C)[C@H]2[C@H](O)CC2[C@@]4(C)CCC(O)C(C)(C)C4C(OC4OC(CO)C(O)C(O)C4O[C@@H]4OCC(O)C(O)C4O)C[C@]23C)O1 (some centres not stated)	0.1
O=C(COC(=O)c1cc(S(=O)(=O)N2CCCCC2)ccc1Cl)NC1CCS(=O)(=O)C1 (configuration not stated)	-0.2
CSCCC(NC(=O)c1ccccc1Br)C(=O)N1CCN(C(C)=O)CC1 (configuration not stated)	-0.1
Cn1c(N)c(C(=O)COC(=O)c2cccc(S(=O)(=O)N3CCOCC3)c2)c(=O)n(C)c1=O	-0.4
CCc1ccccc1NC(=O)CNC(=O)CNC(=O)C1CCCCC1	-0.6

(more compounds)
Molecule,STK33 kinase inh
CC1CCN(C(=O)CCNS(=O)(=O)c2ccc(Br)cc2)CC1,0.5
Cc1ccc(S(=O)(=O)N2CCN(C(=O)C(Cc3ccccc3)NC(=O)c3ccccc3)CC2)cc1 (configuration not stated),7.1
Nc1cc(C(=O)OCC(=O)N2CCC(Cc3ccccc3)CC2)ccc1Cl,-1.7
Cc1noc(C)c1C(=O)Nc1nc(-c2ccc(F)cc2)cs1,-0.6
CC(C)n1c(/C=C/[C@H](O)C[C@H](O)CC(=O)O)c(-c2ccc(F)cc2)c2ccccc21,6.2
CC(OC(=O)c1ccc([N+](=O)[O-])cc1)C(=O)NCC1CCCCC1 (configuration not stated),-0.7
C=C1CCC(N(O)c2cc(C)on2)C(=C)CCC2C1CC2(C)C (configuration not stated),-0.1
O=C(Nc1cc(S(=O)(=O)N2CCOCC2)ccc1Cl)c1cc([N+](=O)[O-])ccc1Cl,-0.5
COc1ccccc1CNC(=O)COC(=O)c1cc(C)nc2ccccc12,-1.2
CCCCN(C(=O)C1CC(=O)N(c2ccc3c(c2)OCCO3)C1)c1c(N)n(CCC)c(=O)[nH]c1=O (configuration not stated),-1.0
O=C(OCn1nnc2ccccc2c1=O)c1cccc(S(=O)(=O)N2CCOCC2)c1,-0.8
CN(C)S(=O)(=O)c1cccc(NC(=S)NNC(=O)c2cc3ccccc3cc2O)c1,-0.1
COc1ccc(S(=O)(=O)N(C)C)cc1NC(=O)CN1CCN(C(=O)C2CC2)CC1,0.6
CC1CC(=O)Nc2ccccc2N1C(=O)COc1cc(Cl)ccc1Cl (configuration not stated),0.7
COc1ccc(C(=O)NCC(=O)OCC(=O)N2CC(C)OC(C)C2)cc1OC (configuration not stated),-0.5
O=C(CCNC(=O)c1ccco1)NCCc1c[nH]c2ccccc12,-0.5
CC(Sc1ccc(Cl)cc1)C(=O)NNC(=O)c1ccncc1 (configuration not stated),-0.3
NC(=O)c1ccc(NC(=O)COC(=O)c2cc3ccccc3cc2O)cc1,-1.0
CC1CCCN(C(=O)c2cccc(S(=O)(=O)N3CCCC3)c2)C1 (configuration not stated),-2.0
CC1CCCCC12NC(=O)N(CC(=O)N1CCN(S(=O)(=O)/C=C/c3ccccc3)CC1)C2=O (configuration not stated),-0.6
C=CC[C@@H](CC(=O)N[C@@H](CO)Cc1ccccc1)C(=O)N[C@H](COC(=O)[C@H](CC=C)CC(=O)OC(C)(C)C)Cc1ccccc1,-0.4
COc1ccc2c(C(=O)c3ccc(C)cc3)n(Cc3ccc(C(N)=O)cc3)[n+]([O-])c2c1,1.5
COc1ccc(NC(C)=O)cc1S(=O)(=O)Nc1cccc(S(=O)(=O)NC2=NCCC2)c1,-0.5
C#CCOCCOCCOCCNc1nc(N2CCN(C(=O)[C@H](CCCCN)n3cc(CN)nn3)CC2)nc(N2CCN(C(=O)[C@H](CCCN=C(N)N)n3cc(C(N)[C@H](C)CC)nn3)CC2)n1 (some centres not stated),0.9
COc1ccc(S(=O)(=O)N2CCCCC2)cc1NC(=O)C1CC(=O)N(Cc2ccco2)C1 (configuration not stated),0.9
c1ccc(NCc2cccnc2)cc1,1.6
Cc1nnc(SCC2=C(C(=O)O)N3C(=O)C(NC(=O)COc4ccc(F)cc4)C3SC2)s1 (configuration not stated),-0.9
COc1cc(C(=O)NNC(=O)c2cc(-c3ccccc3)n[nH]2)cc(OC)c1C,0.6
NS(=O)(=O)c1ccc(NC(=O)c2ccc(S(=O)(=O)N3CCCCCC3)cc2)cc1,-0.2
O=C(COC(=O)CNC(=O)c1cc(Cl)cc([N+](=O)[O-])c1)NC(=O)NCc1ccco1,-0.8
COC(=O)[C@H](Cc1ccccc1)NC(=O)[C@@H](N)CC(=O)OCc1ccccc1,-0.6
Cc1cc(C)c(C)c(S(=O)(=O)N2CCC(C(=O)NCCCN3CCOCC3)CC2)c1C,0.7
CC(C)C(NC(=O)c1ccccc1)C(=O)OCn1nnc2ccccc2c1=O (configuration not stated),-0.7
COc1ccc(NC(=O)N(C)C[C@H]2Oc3ccc(NS(=O)(=O)c4ccc(F)cc4)cc3C(=O)N([C@H](C)CO)C[C@@H]2C)cc1,-3.3
Cc1ccsc1CN(C)CC(=O)NCC(=O)Nc1ccc(F)c(F)c1F,-0.6
COc1ccccc1C(=O)NCCC(=O)Nc1ccc(S(=O)(=O)Nc2ncccn2)cc1,-0.1
CN(C(=O)COC(=O)CSc1ccc([N+](=O)[O-])cc1)c1ccccc1,-0.9
C[C@H](CO)N1C[C@H](C)[C@@H](CN(C)Cc2ccc3c(c2)OCO3)Oc2c(NC(=O)C3CC3)cccc2C1=O,1.2
Cc1cc2c(nc1C)CCCN2C[C@@H](C)O/N=C1/[C@H]2CCn3c(=O)n(-c4ccccc4)c(=O)n3[C@H]2[C@H](O)[C@@H]2O[C@H]12,0.7
c1ccc2c(c1)CCc1c(-c3ccncc3)n[nH]c1-2,16
O=C(NC(=S)N1CCCCCC1)c1cccc([N+](=O)[O-])c1,0.4
O=C1C=C(c2ccc3c(c2)oc2ccccc23)C[C@@H](c2ccc3c(c2)OCO3)C1,4.5
COc1cccc(C(=O)N2CCN(Cc3cc(Br)ccc3OC)CC2)c1,0.4
COc1ccc([C@H]2CC(=O)C=C(c3cc(C=O)ccc3OC)C2)cc1,0.4
Cc1occc1C(=O)Nc1cccc(S(=O)(=O)N2CCOCC2)c1,-0.1
Cc1ccc(NS(=O)(=O)c2ccc(C(C)C)cc2)cc1S(=O)(=O)N1CCOCC1,-3.3
C[C@H](NC(=O)c1ccco1)C(=O)N1CCN(c2ccc(C(F)(F)F)cn2)CC1,-0.3
CCc1ccccc1Nc1nc(N)nc(COC(=O)CCC(=O)c2ccc(F)cc2)n1,0.3
COc1ccccc1NCC(=O)NN=C1CCS(=O)(=O)c2ccc(F)cc21,-0.2
COc1ccc(C(=O)NCC(=O)OCC(=O)NC(=O)c2ccc(C(C)(C)C)cc2)cc1OC,-1.0
CC(C)(C)OC(=O)N1CCC(NC(=O)c2nc[nH]c2C(=O)N2CCc3ccccc3C2)CC1,-1.8
CC1CCCCC1NC(=O)C(C)N1C(=O)c2ccccc2C1=O (configuration not stated),-0.3
O=C1CC2(CCCC2)C(=O)N1CN1CCN(S(=O)(=O)c2ccc(Cl)c(Cl)c2)CC1,-0.6
O=C(COC(=O)c1cc(S(=O)(=O)N2CCCC2)ccc1O)NCCc1ccccc1,-0.7
O=C(CSc1nnnn1-c1ccccc1)NCCCN1CCCC1=O,-3.3
CC(C)N(C(=O)CSc1ccc(S(=O)(=O)N2CCCCC2)cn1)c1ccccc1,-0.7
CCCN(Cc1nnc(-c2cccs2)o1)C(=O)CN1C(=O)NC2(CCC(C)CC2)C1=O (configuration not stated),-0.7
COC(=O)[C@H](CC(C)C)NS(=O)(=O)N(Cc1ccccc1)[C@@H](CC(C)C)C(=O)OC,0.5
Cc1ccc(OCC(=O)N2CC(C)CC(C)C2)c([N+](=O)[O-])n1 (configuration not stated),-1.1

Screening data (PubChem)
